Abeta rescue = restores growth of yeast expressing A-beta42 peptide | yeast expressing A-beta42, growth rescue, OD600, 48 h; response scale: 0% DMSO, 100% iron-clioquinol control | 410,000 tested, 0.063% active | Potency, µM (doses to about 46.1 µM), without a hit: at the highest dose growth rescue, usual class: activators | AID 1347071; note: potency is the fitted concentration of half-maximal effect; nearly all actives have a fitted effect of over 55% in size
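Growth rescue measured by 600 nm absorbance after 48 h yeast culture at 30 C with compound. Values normalized between DMSO and an equimolar ferric chloride plus clioquinol control.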
CCT modulator = modulators of cytosolic chaperonin (CCT/TRiC) activity | activity change, % (test concentration not listed), hits read low | AID 651819 | 360,000 tested, 0.3% active | purified chaperonin ATPase assay, HTRF ADP detection, 30 min; in the data active = activity change below about -30%; note: % is set by controls: 0 for no effect and ±100 for the full control effect
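TRiC (40 or 20 nM final, by batch activity) in 30 mM Tris pH 7.4, 100 mM KCl, 5 mM MgCl2, 1 mM DTT was treated with compound at 76 uM single dose, then 10 uM ATP, 30 min at 37 °C. ADP was read by HTRF Transcreener.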
MmCpn inh = blocks the Methanococcus maripaludis chaperonin Mm-Cpn | purified Mm-Cpn ATPase, ADP Transcreener TR-FRET | Potency, µM (highest dose often 76.9 µM), for inactives: top-dose activity, negative = inhibition, hits mostly inhibitors | 330,000 tested, 0.031% active; note: potency is the fitted concentration of half-maximal effect; % is set by controls: 0 for no effect and ±100 for the full control effect; nearly all actives have a fitted effect of over 80% in size
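Eu-cryptate anti-ADP/ADP-d2 competition gives a ratio inversely related to ADP. Enzyme at 25 nM was pre-exposed to compound for 10 min, then given 10 uM ATP for 30 min, 37°C throughout.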
TGFb SMAD3 inh = blocks TGF-b signaling. 410,000 tested, 1.2% active. Potency, µM (titrated, usually from 46.1 µM), without a hit: at the top dose activity, negative = inhibition, usual class: inhibitors. HepG2 CAGA-GFP TGF-b/SMAD3 reporter, GFP fluorescence, 18 h; TGF-beta stimulated, 500 pg/mL final; note: potency is the fitted concentration of half-maximal effect; % is set by controls: 0 for no effect and ±100 for the full control effect; nearly all actives have a fitted effect of over 65% in size
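Inhibition of TGF-beta-driven CAGA-GFP reporter expression in HEPG2 cells is measured by cellular GFP fluorescence after 18 h stimulation with 500 pg/mL recombinant TGF-beta in 1% FBS medium at 37 degrees C.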
Nrf2 block = blocks Nrf2 signaling. Potency, µM (doses to about 46 µM), for inactives: at the top dose activity change, negative = inhibition, actives largely listed as inhibitors. A549 ARE-Fluc reporter, luciferase luminescence, 18-24 h. 360,000 tested, 2.1% active; note: potency is the fitted concentration of half-maximal effect; % is set by controls: 0 for no effect and ±100 for the full control effect; nearly all actives have a fitted effect of over 60% in size
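Reporter: ARE-Fluc in A549. Exposure: 18-24 h, 37 °C, 5% CO2, 5% FBS OPTI-MEM. Readouts: fluorescent cytotoxicity (CellTiter-Fluor), then luminescent Nrf2 signal after BugLite.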
HepG2 viability = kills HepG2 cells in TGF-b inhibitor counter-screen; HepG2 CAGA-GFP viability, ATP luminescence, 18 h; Potency, µM (doses to about 46.1 µM), for the others: at the highest dose activity change, negative = cytotoxicity, hits mostly cytotoxic; 410,000 tested, 0.76% active; note: potency is the fitted concentration of half-maximal effect; some results filed as inactive show a strong effect at the top dose
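CellTiter-Glo luminescence gave cytotoxicity after 18 hours at 37 degrees C. The cells were HepG2 CAGA-GFP in 1% FBS DMEM, stimulated with 500 pg/mL TGF-beta after compound addition. %Activity was normalised to no-cell wells (complete cell-killing) and DMSO (no toxicity), and curves were fitted and classified.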
Akt phos inh = inhibitors of Akt phosphorylation. AID 651550. 360,000 tested, 0.32% active. activity change, % for hits at 50 µM. Neuro2A IGF-stimulated pAkt S473 HTRF, 20 min; stronger effect = lower value; in the data active = activity change below about -80%; inconclusive = mostly about -51% to -80%; note: % is set by controls: 0 for no effect and ±100 for the full control effect
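Neuro2A cells in DMEM with 0.5% FBS, overnight at 37 deg C, given compound at single 50 µM final, then IGF (6 nM final) for 20 min at 37 deg C. Lysed; phospho-Akt Ser473 by HTRF after 24 h, 665/615 ratio.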
A549 viability = kills or reduces viability of A549 cells in Nrf2 counter-screen | Potency, µM (titrated, usually from 46 µM), inactives show top-dose activity change, negative = cytotoxicity, actives largely listed as inhibitors | 390,000 tested, 0.16% active | AID 504648 | A549 ARE-Fluc cells, CellTiter-Fluor viability, 18-24 h; note: potency is the fitted concentration of half-maximal effect; % is set by controls: 0 for no effect and ±100 for the full control effect
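A549 ARE_Fluc cells in 5% FBS OPTI-MEM were exposed to compounds in concentration-response for 18-24 h at 37 deg C. Viability was read by CellTiter-Fluor fluorescence (Ex 405/Em 525) after 30 min, before the luciferase read.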
Nrf2 activator = activators of Nrf2 (ARE) signaling; AREc32 ARE-luciferase reporter (MCF7-derived line), luminescence, 24 h; Potency, µM (series often up to 46.1 µM), for the others: top-dose activation, actives largely listed as activators; 410,000 tested, 0.31% active; AID 624171; note: potency is the fitted concentration of half-maximal effect; % of control where 0% means no effect; nearly all actives have a fitted effect of over 65% in size
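Quantitative high-throughput format: AREc32 reporter cells, 1000 per well, received compound by pin transfer and were incubated 24 hr at 37 deg C, 5% CO2, before Steady-Glo luminescence detection.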
* hit, by the source's call; i = inactive; ? = inconclusive; · = not tested or not shown. Unless noted, calls come from the whole dose curve; as a rule, active = well fitted curve in the direction sought with a large enough effect; inconclusive = small, poorly fitted or top-dose-only effect, or another doubt; inactive = no such curve, though single readings can be large; an effect the other way counts as inactive or inconclusive.

#1 CCOc1ccccc1NC(=S)N1CCN(c2ccc(O)cc2)CC1
#2 CC1(C)CC(=O)C(C=NCC2CCN(C(=S)Nc3cccc(Cl)c3)CC2)=C(O)C1
#3 O=C(CCN1CCOCC1)Nc1ccc2c(c1)N(C(=O)CN1CCOCC1)c1ccccc1CC2
#4 COc1cccc(NC(=O)CN(C)CC(=O)Nc2ccccc2-c2ccccc2)c1
#5 CCOC(=O)C(O)(CC(=O)Nc1ccc(Cl)cc1Cl)C(F)(F)F (stereo not given)
#6 CC(C)C(=O)Nc1ccc(C(=O)NNC(=O)c2ccco2)cc1
#7 CCCCOC(=O)c1ccc(NC(=O)c2nn(C)cc2Br)cc1
#8 O=C(CSc1n[nH]c(-c2cccnc2)n1)Nc1ccc([N+](=O)[O-])cc1

Screen / compound no.,1,2,3,4,5,6,7,8
Abeta rescue,-1%,5%,-11%,4%,13%,-10%,-25%,-1%
CCT modulator,0.2,0.5,-7.0,-4.3,0.4,0.2,-2.9,1.4
MmCpn inh,4%,-1%,1%,2%,0%,0%,2%,-1%
TGFb SMAD3 inh,-1%,-19%,?,13%,2%,2%,-2%,4%
Nrf2 block,5%,-17%,2%,-2%,13%,·,-8%,?
HepG2 viability,8%,-3%,13%,-5%,7%,-20%,-32%,9%
Akt phos inh,i,i,i,i,i,i,i,i
A549 viability,-4%,0%,0%,1%,-1%,8%,-4%,-7%
Nrf2 activator,-0.6%,5.4%,-0.2%,-0.5%,-0.4%,-0.1%,0.9%,-0.3%

#9 O=C(CCC1CCCC1)NCCS(=O)(=O)N1CCN(c2ccc(F)cc2)CC1
#10 Cc1ccc(C(C)C)c(OCC(=O)Nc2ccc3c(c2)nc(CCN2CCCCC2)n3C)c1
#11 COc1cccc(CNC(=O)[C@@H]2CCCN2C(=O)[C@@H]2CCCN2C(=O)c2cccc(Cl)c2)c1
#12 O=C(Cn1ncc2c1-c1ccccc1OC2)N1CCN(Cc2ccccc2)CC1
#13 Cc1nn(-c2ccccc2)cc1/C=N/NS(=O)(=O)c1ccccc1
#14 O=C(CN1CCN(Cc2cccc3ccccc23)CC1)NCCc1ccccc1
#15 COc1cc(NC(=O)c2ccco2)c(OC)cc1NC(=O)CSc1ncc(-c2ccc(F)cc2)[nH]1
#16 CSc1ncnc2c1ncn2CCCN1CCN(C(=O)C2CC2)CC1

Screen / compound no.,9,10,11,12,13,14,15,16
Abeta rescue,14%,-6%,-10%,-1%,14%,2%,14%,6%
CCT modulator,-1.7,-1.8,2.0,0.0,-2.0,-3.0,-0.8,-2.4
MmCpn inh,-1%,0%,·,1%,-1%,-1%,1%,·
TGFb SMAD3 inh,-15%,?,·,0%,1%,-23%,7%,6%
Nrf2 block,-27%,-3%,·,-6%,?,22%,-17%,·
HepG2 viability,-11%,-108%,·,9%,4%,-24%,-4%,0%
Akt phos inh,i,i,i,i,i,i,i,i
A549 viability,9%,-9%,·,-2%,-8%,-10%,-1%,·
Nrf2 activator,0.1%,2.7%,-1.4%,-1.1%,1.6%,0.4%,0.3%,2.9%

Rewritten with each value named: two of the compounds above
13	Cc1nn(-c2ccccc2)cc1/C=N/NS(=O)(=O)c1ccccc1
  Abeta rescue = 14%; CCT modulator = -2.0; MmCpn inh = -1%; TGFb SMAD3 inh = 1%; Nrf2 block = ?; HepG2 viability = 4%; Akt phos inh = i; A549 viability = -8%; Nrf2 activator = 1.6%

16	CSc1ncnc2c1ncn2CCCN1CCN(C(=O)C2CC2)CC1
  Abeta rescue = 6%; CCT modulator = -2.4; MmCpn inh = ·; TGFb SMAD3 inh = 6%; Nrf2 block = ·; HepG2 viability = 0%; Akt phos inh = i; A549 viability = ·; Nrf2 activator = 2.9%

Continuation.
#17 Cc1nc(NC(C)c2ccccc2)sc1C(=O)Nc1ccccc1 (stereo not given)
#18 CCOC(=O)c1sc(SC)c(C(C)=O)c1C
#19 O=C(O)C1CCCCC1C(=O)NCc1ccc(F)cc1 (stereo not given)
#20 Cc1noc(C)c1COc1ccc(CC(=O)NCCc2ccccc2)cc1
#21 COc1cc(C(=O)NC(=S)Nc2ccc(Cc3ccncc3)cc2)cc(OC)c1OC
#22 COc1ccc(C2CC(=O)Nc3cc(OC)c(OC)cc32)cc1 (stereo not given)
#23 O=C(NNC1=NCCC1)c1cccc(S(=O)(=O)N2CCCCC2)c1
#24 CCN(C(=O)c1ccc2c(SCC(=O)O)c3c(nc2c1)CCC3)c1cc(Cl)ccc1OC

Screen / compound no.,17,18,19,20,21,22,23,24
Abeta rescue,0%,-8%,13%,-7%,2%,0%,-14%,-2%
CCT modulator,-0.8,1.8,0.0,-1.8,-0.4,0.5,2.2,-3.3
MmCpn inh,-6%,2%,0%,1%,-1%,·,0%,-2%
TGFb SMAD3 inh,-9%,0%,13%,-1%,?,-3%,-2%,17%
Nrf2 block,?,0%,-1%,5%,?,·,-2%,2%
HepG2 viability,-1%,9%,-9%,-1%,-25%,3%,1%,4%
Akt phos inh,i,i,i,i,i,i,i,i
A549 viability,8%,2%,6%,-2%,-10%,·,10%,-2%
Nrf2 activator,-0.1%,17%,-0.6%,-0.5%,5.0%,0.4%,-1.0%,0.8%

#25 O=C(C1=C[C@H](C2CCCCC2)C[C@H](OCc2ccc(CO)cc2)O1)N1CCOCC1
#26 FC(F)(F)c1ccc(Cl)c(NC(=S)N/N=C/c2ccccc2Cl)c1
#27 Cc1c(Cl)cnc(NC(=O)COC(=O)c2cccc(S(=O)(=O)N3CCOCC3)c2)c1Cl
#28 CC(C)n1cnc2c(Nc3ccc(F)c(Cl)c3)nc(NCCO)nc21
#29 CC(=O)NCCn1c(SCC(=O)NC2CCCCC2)nc2ccccc2c1=O
#30 CCCSc1nc2c(c(=O)n(C)c(=O)n2C)n1C
#31 C=CCOc1ccc(C2CC(C)=NN2c2ccccc2)cc1 (stereo not given)
#32 O=C(CNC(=O)c1ccco1)Nc1ccc(Cl)cc1

Screen / compound no.,25,26,27,28,29,30,31,32
Abeta rescue,10%,8%,-3%,5%,-16%,-5%,-15%,-2%
CCT modulator,-0.3,-0.6,0.7,0.8,-1.3,0.1,1.5,-4.0
MmCpn inh,·,-1%,·,0%,2%,-4%,-6%,0%
TGFb SMAD3 inh,-18%,-5%,-13%,?,-5%,14%,-5%,-21%
Nrf2 block,-4%,14%,·,18%,-20%,-6%,11%,?
HepG2 viability,-29%,-12%,-13%,-39%,0%,-13%,4%,-26%
Akt phos inh,i,i,i,i,i,i,i,i
A549 viability,-7%,1%,·,-7%,3%,5%,?,2%
Nrf2 activator,2.7%,?,-0.5%,11%,-0.2%,-0.2%,2.0%,4.3%

#33 COc1cccc(/C=N/n2cnnc2)c1OCc1ccccc1
#34 COc1cc(OC)c(OC)cc1/C=N/NC(=O)CCc1c(C)n[nH]c1C
#35 Cc1ccccc1NC(=O)C1CC(=O)OC12CCOC(C)(C)C2 (stereo not given)
#36 CC(C)(C)c1ccc(NC(=O)COC(=O)c2ccc(NS(=O)(=O)c3ccc(F)c(F)c3)cc2)cc1
#37 CCCOc1ccc(C(=O)NC2CCSc3ccccc32)cc1 (stereo not given)
#38 Cc1ccc(S(=O)(=O)N2c3ccccc3OCC2C(C)(C)C)cc1 (stereo not given)
#39 O=C(CCCCCNC(=O)N1CCn2c1nc1ccccc12)N[C@H](Cc1ccccc1)C(=O)O
#40 Nc1nc2ccc(Br)cc2o1

Screen / compound no.,33,34,35,36,37,38,39,40
Abeta rescue,-10%,0%,-6%,21%,5%,-15%,-16%,1%
CCT modulator,-5.7,0.5,-2.0,-2.6,0.9,-2.6,-0.7,1.7
MmCpn inh,0%,-3%,0%,-1%,?,-19%,2%,·
TGFb SMAD3 inh,22%,-4%,12%,14µM*,-11%,-12%,24%,-29%
Nrf2 block,19%,-20%,24%,-25%,-2%,?,2%,5%
HepG2 viability,9%,-15%,6%,-46%,-8%,-25%,-1%,-3%
Akt phos inh,i,i,i,i,i,i,i,i
A549 viability,1%,-27%,-8%,7%,-9%,-19%,8%,-4%
Nrf2 activator,0.1%,-0.3%,0.4%,2.3%,1.9%,0.1%,-0.3%,-0.3%

#41 Nc1nc(-c2c[nH]c3ccccc23)cs1
#42 Cc1ccccc1NC(NC(=O)OCCn1c([N+](=O)[O-])cnc1C)C(Cl)(Cl)Cl (stereo not given)
#43 Cn1cc([N+](=O)[O-])c(C(=O)NCC(=O)O)n1
#44 Cc1oc(C(C)(C)C)cc1C(=O)NC(Cc1ccccc1)C(=O)O (stereo not given)
#45 Cc1cccc(C)c1NC(=O)N1CCC(n2c(=O)[nH]c3ccccc32)CC1
#46 CC[C@]12c3[nH]c4ccccc4c3CCN1C(=O)C(CC(=O)NCCC1=CCCCC1)C[C@@H]2C(=O)N1CCN(C(=O)c2ccco2)CC1 (stereo not given in full)
#47 CC(=O)OC1CCC2(C)C(CCC3C2CC(OC(C)=O)C2(C)C3C[C@@H]3O[C@]4(CC[C@@H](C)CO4)[C@@H](C)C32)C1 (stereo not given in full)

Screen / compound no.,41,42,43,44,45,46,47
Abeta rescue,1%,-5%,-4%,-8%,2%,-22%,-5%
CCT modulator,0.5,-2.1,2.9,-7.6,-1.0,-0.2,-3.3
MmCpn inh,-12%,-13%,2%,-2%,1%,-3%,·
TGFb SMAD3 inh,0%,?,-11%,-9%,?,-29%,-8%
Nrf2 block,20%,21%,-7%,5%,5%,-11%,3%
HepG2 viability,-23%,-1%,-5%,-19%,-49%,0%,6%
Akt phos inh,i,i,i,i,i,i,i
A549 viability,-8%,19%,17%,8%,-3%,-16%,5%
Nrf2 activator,6.4%,0.3%,-0.6%,-0.6%,-0.4%,5.0%,0.2%
